Screening data deposited in PubChem BioAssay by several laboratories.
Granule exo inh = lytic granule exocytosis inhibition; AID 651702; inhibition, % at 10 µM; TALL-104 LAMP-1 surface exposure, flow cytometry; cells stimulated with thapsigargin and PMA; 0.66% of 360,000 active;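 active = inhibition above about 55%, limit read from the data; inconclusive = no clear call, values can overlap the other calls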
hiPSC survival = hiPSC single-cell survival enhancement; 0.044% of 360,000 active; AID 602274; survival enhancement, % at 20 µM; ATPlite luminescence; 100% = ROCK inhibitor wells, 0% = DMSO; in the data active = survival enhancement above about 18%;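 note: cells exposed to compounds for 16 hours before the ATP read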
CaV13 ICDI inh = Primary screen for inhibitors of IQ motif and Ca2+-dependent inactivation inhibitor domain binding in CACNA1D, Förster resonance energy transfer in living cells, … | HEK cells, CFP/YFP FRET ICDI-IQ, plate reader, 10 min; percent FRET-ratio fall versus neutral wells | inhibition, % at 12.3 µM | 0.098% of 340,000 active | AID 743397;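 active = mean replicate inhibition of at least 30% and at least 1% of replicates passing that level; inconclusive = only one of the two criteria is met; inactive = neither criterion is met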;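 note: 0% = median of the neutral control wells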
ABCB6 inh 2 = blocks the human ABCB6 transporter | fluorescence ratio to DMSO, % at 10 µM | Q9NP58 | K562-ABCB6 porphyrin accumulation, flow cytometry, 1 h; hits give low values | AID 602162 | 0.19% of 360,000 active;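 active = fluorescence ratio to DMSO below 75%, the collection mean minus 3 SD; inconclusive = too few cells collected in the well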;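 note: signal is porphyrin accumulated inside mitochondria; 100% equals median channel fluorescence of DMSO control wells; lower ratio means ABCB6 inhibition with less porphyrin fluorescence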
Target sequence (Q9NP58 whole entry, looked up): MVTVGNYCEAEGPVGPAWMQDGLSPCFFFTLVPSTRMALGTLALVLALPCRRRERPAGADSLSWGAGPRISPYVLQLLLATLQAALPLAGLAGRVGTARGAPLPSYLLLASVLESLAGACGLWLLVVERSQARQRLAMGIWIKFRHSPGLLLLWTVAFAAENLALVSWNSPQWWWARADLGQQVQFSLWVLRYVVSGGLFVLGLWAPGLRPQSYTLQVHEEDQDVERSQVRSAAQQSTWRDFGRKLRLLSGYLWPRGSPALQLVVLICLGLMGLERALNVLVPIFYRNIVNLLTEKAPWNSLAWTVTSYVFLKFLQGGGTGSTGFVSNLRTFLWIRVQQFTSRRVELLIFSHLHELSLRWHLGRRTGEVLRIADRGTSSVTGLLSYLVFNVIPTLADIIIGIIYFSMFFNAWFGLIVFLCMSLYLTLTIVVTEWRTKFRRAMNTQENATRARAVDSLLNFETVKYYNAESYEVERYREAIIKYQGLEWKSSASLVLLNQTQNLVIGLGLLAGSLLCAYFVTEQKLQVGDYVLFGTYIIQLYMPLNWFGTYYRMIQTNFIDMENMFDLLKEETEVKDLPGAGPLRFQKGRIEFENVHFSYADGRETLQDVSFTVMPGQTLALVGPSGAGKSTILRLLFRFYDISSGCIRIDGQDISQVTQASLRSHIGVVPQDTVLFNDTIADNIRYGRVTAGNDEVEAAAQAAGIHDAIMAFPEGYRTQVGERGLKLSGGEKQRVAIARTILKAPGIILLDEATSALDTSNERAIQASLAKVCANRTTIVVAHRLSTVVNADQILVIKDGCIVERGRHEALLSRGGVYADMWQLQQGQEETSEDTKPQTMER
Cardio protect = myocardial damage modulation in H9c2 cells | 0.63% of 360,000 active | H9c2 cardiomyocytes, H2O2 injury protection, ATPLite, 2 h | protection from H2O2 cell death, % at 20 µM;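 active = compounds giving at least 50% protection of heart cells from peroxide-induced death in the single-dose screen, raw or plate-pattern-corrected value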;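 note: 0% = DMSO wells with peroxide and 100% = DMSO wells without peroxide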
m5-HT2A agonist = agonists of mouse serotonin 5-HT2A receptor (HTR2A). CHO-K1 mHTR2A beta-arrestin complementation, luminescence; percent of 30 µM serotonin response. activation, % at 7.6 µM. 0.66% of 360,000 active. AID 624169;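 active = activation above a run cutoff, the mean activation of all tested compounds plus 3 SD, cut at about 14% in these data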;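 note: 0% = plate median of compound wells and 100% = 30 µM serotonin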
PDI turbidity = PDI (human) enzyme inhibition | P07237 | PDI insulin aggregation turbidity, A650, 90 min | inhibition, % at 10 µM | 0.052% of 350,000 active | AID 588391;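 active = mean inhibition across replicates of 30% or more, whatever share of single replicates reach that level; inconclusive = mean inhibition below 30% while every single replicate reaches 30%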;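 note: absorbance from insulin aggregation driven by PDI reduction with DTT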
aDG glyco act = alpha-DG glycosylation activation | Pro5-aDG cells, alpha-DG glycosylation AlphaScreen (IIH6); 0% Pro5, 100% B10-LARGE cell signal | activation, % at 10 µM | 0.22% of 360,000 active;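 active = activation of at least 8% versus controls, or a plate z-score of at least 8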;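 note: Pro5 are CHO cells carrying HIG-tagged alpha-DG that lacks glycosylation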
Vif imaging = HIV Vif inhibition; HEK293T cells, Vif self-association by quenched fluorescence, imaging, 24 h; 0.35% of 340,000 active; inhibition, % at 7.49 µM; AID 602346; in the data active = inhibition above about 50%, passing the limit was not always enough; inconclusive = no clear call, values can overlap the other calls; inactive = below about 31%; note: some results filed as inactive read as strong as hits
N-glyco inh = N-linked glycosylation inhibition. D54 ERlucT glycosylation luciferase reporter, 24 h; percent of 100 nM tunicamycin response. reporter increase, % at 12.5 µM. 0.23% of 360,000 active. AID 588692;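 active = mean luciferase reporter signal, scaled so untreated is 0 and the glycosylation-blocking control 100, at or above a set limit in every replicate; inconclusive = mean reaches the limit but not every replicate does; inactive = mean below the limit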;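 note: luciferase carries N-glycosylation sites so blocking glycosylation raises the light; 0% = median of neutral control wells and 100% = median of 100 nM tunicamycin wells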
* hit, by the source's call; ? = inconclusive; nt = not tested or not shown.

smiles,PDI turbidity,m5-HT2A agonist,ABCB6 inh 2,N-glyco inh,CaV13 ICDI inh,Granule exo inh,hiPSC survival,Cardio protect,aDG glyco act,Vif imaging
CC(=O)Nc1ccc(NC(=O)C2(C)Cc3c(-c4ccccc4)ccnc3O2)cc1 (centres undefined),0,-6,91,-1,-4,0,0.9,7,0.0,nt
CCOc1cc(/C=C/C(=O)O)ccc1OCc1ccccc1,-2,5,96,0,1,0,-0.5,11,0.2,4
CCOC(=O)c1nc(N2CCN(C(=O)OCC)CC2)c2c3c(sc2n1)CCCC3,2,-2,96,1,-7,0,-1.2,62*,-0.4,-15
O=C(COc1ccccc1)NC1CCSc2ccccc21 (centres undefined),-7,3,98,-2,-12,2,0.4,0,-0.5,-19
Cc1ccc(S(=O)(=O)Nc2ccc(F)c(S(=O)(=O)N3CCOCC3)c2)cc1,-2,4,102,0,-5,-23,-2.1,4,0.1,-1
CCOC(=O)C1=C(c2ccccc2)Nc2ncnn2C1c1ccccn1 (centres undefined),-4,-1,92,1,-4,0,-2.6,4,0.0,4
CC1(c2ccccc2)O[C@@H]2C[C@H]3[C@@H]4CCC5=CC(=O)C=C[C@]5(C)[C@@]4(F)[C@@H](O)C[C@]3(C)[C@]2(C(=O)CO)O1 (some centres undefined),6,0,98,8,-4,-8,-0.6,0,0.2,-4
Cc1ccc(NC(=O)C2CCC(=O)N2)cc1C (centres undefined),-3,-2,81,1,-4,-1,-1.3,11,-0.3,nt
C=C1CCC[C@]2(C)C[C@H]3OC(=O)C(CNC(C)CC)[C@H]3CC12 (some centres undefined),6,-4,98,-12,-6,-5,1.2,8,-0.2,-8
CCC(CC)C(=O)Nc1cccc(/C(C)=N\NC(=O)c2ccc(C)s2)c1,3,-2,107,1,nt,9,-0.1,-5,0.0,nt
O=C(CCc1ccc(S(=O)(=O)N2CCOCC2)cc1)Oc1ccccc1,5,6,62*,1,-3,0,0.7,-1,0.0,14
CCCCN(C(=O)c1cccc(S(=O)(=O)N(C)c2ccc(C)cc2)c1)c1c(N)n(CCCC)c(=O)[nH]c1=O,-3,-1,94,-3,-3,39,-0.4,3,-0.4,12
Cc1ccc(CSc2nc(-c3ccccc3)c(C#N)c(=O)[nH]2)cc1,-5,-2,102,2,-18,8,0.0,-6,0.2,-3
O=C(Nc1ccc(N2CCCCC2)cc1)c1ccc(F)cc1,0,1,99,-5,nt,-3,-3.1,-14,0.2,0
Cc1ccccc1CSCCNS(C)(=O)=O,-1,-3,44*,1,-4,2,0.3,4,-0.2,0
O=C(O)c1nnn(-c2ccc(F)cc2F)c1-c1ccccc1,1,9,94,0,-3,10,-0.4,-2,0.1,25
S=C(Nc1cccc2ccccc12)N1CCN(c2ncccn2)CC1,-1,1,111,2,nt,9,-3.8,-5,0.2,-1
CCCC(=O)NC(=S)Nc1ccccc1OC,-8,9,95,1,-5,6,-2.5,-1,0.0,-2
FC(F)(F)c1nc2ncc(Cl)cc2[nH]1,-1,-1,95,1,-3,13,-4.2,2,0.3,-9
CNCc1ccccc1OCC(=O)Nc1ccccc1,15,-3,93,2,-6,-1,-0.1,-2,-0.2,nt
S=c1[nH]c2ccccc2c2ccccc12,6,1,99,2,-3,-10,0.2,50*,0.0,0
OCC[C@H]1C[C@@H](O)[C@H](O)[C@@]2(Cc3ccccc3CO2)O1,-1,15*,97,2,-5,3,5.8,11,0.1,0
CC(C)C[C@H](NC(=O)Nc1cccc(C(F)(F)F)c1)C(=O)O,-2,7,103,0,nt,4,-2.6,-1,-0.2,nt
Cn1c(=O)[nH]c(=O)c2c1nc(OC(=O)c1ccccc1)n2CC(O)COc1ccc(F)cc1 (centres undefined),-5,-1,97,1,-3,0,2.5,-8,0.0,10
Cc1ccc(NC(=O)N2C3CCCC2CC(NC(=O)C2CC2)C3)cc1 (centres undefined),-2,-3,98,-1,-6,-4,-0.7,0,-0.1,-2
COC/C=C/C1=CC2=CC(=O)C(C)(OC(=O)c3cnc4ccccc4n3)C(=O)C2=CN1CCCOC(C)C (centres undefined),9,-1,91,-1,-12,6,3.1,3,-0.1,5
CC(C)CNc1nc(N)c([N+](=O)[O-])c(N2CCCCCC2)n1,-9,1,89,-2,-7,12,1.0,-19,0.2,-20
O=C(Cc1ccc(O)cc1)NC1CCCCCC1,-6,-4,101,-4,-7,-9,-0.4,5,-0.1,-9
COc1ccc(NC(=O)Nc2nc(C(N)CC(C)C)cs2)cc1 (centres undefined),1,-5,103,-5,-6,-2,-2.9,3,1.0,22
O=Nc1c(O)[nH]c2ccc(Cl)c(Cl)c12,-5,1,98,-2,-6,0,-1.3,-6,0.3,7
O=C(NCc1ccc(F)cc1)C1CCC(CNc2c(N3CCOCC3)c(=O)c2=O)CC1 (centres undefined),0,1,83,-2,-3,-2,0.9,-6,0.2,3
Cc1c(OC(C)C(=O)N[C@H](C(=O)O)c2ccccc2)ccc2c3c(c(=O)oc12)CCCC3 (some centres undefined),nt,6,101,-1,nt,-1,-3.1,6,-0.1,20
COc1cccc(-n2nc(-c3ccnn3-c3ccccc3)c(=O)n(C)c2=O)c1,-5,-5,90,-1,nt,-1,3.5,-5,-0.1,0
CC(C)CC1NC(C(=O)O)Cc2c1[nH]c1ccccc21 (centres undefined),-3,1,102,1,-6,-10,-0.6,2,0.0,-1
O=C(c1cc2c(c(-c3cccc(-c4ccncc4)c3)n1)[C@@H](CCO)N(C(=O)c1ccc3c(c1)OCO3)C2)N1CCOCC1,nt,3,98,nt,-6,1,-0.5,nt,-0.1,nt
CCN(CC(=O)Nc1ccccc1C(F)(F)F)C(=O)c1cc2c(s1)CCCCC2,-3,-3,98,3,-5,2,-0.1,-5,0.4,-8
Cc1c(C(=O)OC(C)C(=O)N(C)Cc2ccccc2)oc2ccccc12 (centres undefined),1,0,95,-1,-6,6,0.6,-1,0.4,-6
CC1(C)CC(=O)C=C(c2ccc3ccccc3c2)C1,-6,0,93,0,-9,-3,1.0,1,-0.1,15
O=C(NC1CCCCC1)C1CN(S(=O)(=O)c2ccccc2)CCN1S(=O)(=O)c1ccccc1 (centres undefined),1,3,92,1,-5,1,-1.2,-3,0.0,15
CC1Oc2ccccc2C=C1/C=N/NC(=O)c1ccncc1 (centres undefined),-4,1,93,0,-5,-19,-0.3,-1,0.1,2
CCCCC(=O)Nc1cnc(NC(=O)c2ccco2)cc1C,7,-8,94,-1,-7,-9,-0.1,2,-0.1,-5
CCn1c(SCC(=O)N2CCN(c3ccc(Cl)cc3)CC2)nc2ccccc2c1=O,-6,6,94,2,-5,-1,-0.3,2,-0.1,7
CCOCCc1nnc(NC(=O)CCS(=O)(=O)c2ccccc2)s1,-11,5,103,-10,-4,-7,0.8,10,0.9,8
CCOC(=O)CNC(=O)CSc1nnc(-c2ccccc2)n1Cc1ccco1,-7,-4,98,2,0,-1,-2.2,26,1.0,3
O=C1c2ccccc2C(=O)N1CC1=NCCc2ccccc21,-3,4,105,-1,-20,-2,2.9,13,-0.3,-6
O=c1c2cc(N3CCOCC3)ccc2[nH]c(=S)n1CC1CCCO1 (centres undefined),-10,1,89,0,-4,-3,-1.4,4,-0.3,2
COc1ccc(Cl)cc1NC(=S)NCc1ccc(S(N)(=O)=O)cc1,-6,-4,99,-1,-3,-3,1.2,-1,0.0,2
CC(=O)Nc1ccc(C2=NNC(=Nc3ccc(S(=O)(=O)N4CCOCC4)cc3)SC2)cc1,1,1,95,0,4,-4,5.4,3,-0.2,1
CCCCNC(=O)C[C@@H]1C[C@@]2(C(=O)OC)CCCCC=C2N(Cc2ccco2)C1=O,nt,-4,100,nt,-2,2,-0.7,nt,0.9,nt
O=C1c2ccccc2C(=O)N1Cc1cnc(N2CCN(c3ccccc3)CC2)s1,18,1,94,?,-1,7,-0.1,-6,-0.6,4
O=C(c1ccccc1)C1CCN(CC(=O)N2CCN(c3ccccc3)CC2)CC1,0,-6,118,-4,-1,-1,-0.6,-1,-0.1,-2
CSc1nccc(N2CCN(c3ccc(F)cc3)CC2)n1,1,5,96,-1,1,-1,4.3,-4,0.6,-5
Cc1cc(=O)oc2cc(OCC(=O)OCC(=O)Nc3ccccc3C(C)C)ccc12,-22,-1,98,3,-5,-3,1.2,39,0.0,1
N#Cc1ccc(C(=O)N2CCCCC2c2cc(C(=O)Nc3ccccc3Cl)no2)cc1 (centres undefined),-1,4,102,-1,-8,1,-1.9,-6,0.0,-7
CCn1ncc([C@@H]2C[C@H]3CN(Cc4cccc(Cl)c4)C(=O)[C@]34CCCN24)c1C,18,-2,96,0,6,-1,-1.0,2,0.1,0
CCc1c(C)nc(SCC(=O)Nc2c(C)n(C)n(-c3ccccc3)c2=O)[nH]c1=O,-2,2,99,4,-8,-1,2.5,3,0.1,?
O=C(CCCN1CCc2[nH]c3ccc(F)cc3c2C1)c1ccc(F)cc1,-3,-11,92,2,-5,38,-0.3,-4,0.2,2
CCN(CC)S(=O)(=O)c1cccc(-c2nnc(SCCOc3ccc(Cl)cc3)o2)c1,-2,-1,104,-1,-5,-1,-4.3,-17,0.6,-8
N#Cc1ccc(C(=O)N(Cc2ccccc2)c2ccccc2)cc1,-3,-7,94,-3,-2,-7,0.2,-5,0.1,0
CNCCCOc1cccc(OC(C)C)c1,-5,-3,106,0,-2,-2,4.0,4,0.7,0

Going on with the list.
smiles,PDI turbidity,m5-HT2A agonist,ABCB6 inh 2,N-glyco inh,CaV13 ICDI inh,Granule exo inh,hiPSC survival,Cardio protect,aDG glyco act,Vif imaging
Cn1c(=O)c(-[n+]2ccccc2)c([O-])c2ccccc21,-2,-3,96,-1,-2,1,1.2,6,0.4,14
Cc1ccccc1OCCN1C(=O)c2ccccc2C1=O,-3,-5,99,0,-8,-7,0.9,2,0.6,-1
CC1(C(=O)NS(=O)(=O)c2ccccc2Cl)CCN1C(=O)c1ccco1 (centres undefined),5,-3,97,0,-4,-4,13,1,-0.1,2
CN(C)S(=O)(=O)c1cccc(C(=O)OCC(=O)NCc2ccccc2)c1,11,-1,98,2,-7,12,1.2,-2,-0.1,2
CCCn1c(NCc2ccc3c(c2)OCO3)nc2ccccc21,-1,-3,101,-7,-7,0,1.1,1,0.2,-1
COC(=O)c1c(-c2ccc(S(C)(=O)=O)cc2)sc2cc(OC)ccc12,-4,-6,99,11,0,-4,-3.2,3,0.3,-4
CC(C)(C)c1csc(NC(=O)c2ccc3nccnc3c2)n1,1,1,99,1,-5,-2,4.0,0,-0.2,2
Nn1c(SCC(=O)Nc2ccc(N3CCOCC3)cc2)nnc1C1CC1,-7,1,97,2,-5,-8,5.1,1,0.2,-9
COC(=O)CCn1[nH]c(=O)c2ccccc2c1=O,7,0,98,2,-5,3,-0.8,2,-0.1,6
Cc1cc(OCC(=O)O/N=C(\N)c2ccccc2)ccc1Cl,2,-2,93,4,-6,-3,1.5,-2,-0.3,0
CN(CC(=O)Nc1ccc(Cl)cc1)C(=O)CN1C(=O)C2CCCCC2C1=O (centres undefined),-5,-3,99,0,-7,1,2.1,4,-0.1,-1
